PERK inhibitor – blocks human PERK kinase; Q9NZJ5; CHO PERK-DD fusion, SEAP luminescence translation reporter; inhibition, % at 5.6 µM; 220,000 compounds, 0.17% hits; AID 1416;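 active = inhibition above the mean inhibition of all tested compounds plus 3 SD, set separately per screening campaign, cut at about 2.9% in these data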;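 also: PERK kinase domain activated by AP20187 dimerizer at 100 nM; 0% = DMSO with dimerizer and 100% = rapamycin at 8.4 µM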
Target sequence (Q9NZJ5 whole entry, looked up, the tested form may be a part): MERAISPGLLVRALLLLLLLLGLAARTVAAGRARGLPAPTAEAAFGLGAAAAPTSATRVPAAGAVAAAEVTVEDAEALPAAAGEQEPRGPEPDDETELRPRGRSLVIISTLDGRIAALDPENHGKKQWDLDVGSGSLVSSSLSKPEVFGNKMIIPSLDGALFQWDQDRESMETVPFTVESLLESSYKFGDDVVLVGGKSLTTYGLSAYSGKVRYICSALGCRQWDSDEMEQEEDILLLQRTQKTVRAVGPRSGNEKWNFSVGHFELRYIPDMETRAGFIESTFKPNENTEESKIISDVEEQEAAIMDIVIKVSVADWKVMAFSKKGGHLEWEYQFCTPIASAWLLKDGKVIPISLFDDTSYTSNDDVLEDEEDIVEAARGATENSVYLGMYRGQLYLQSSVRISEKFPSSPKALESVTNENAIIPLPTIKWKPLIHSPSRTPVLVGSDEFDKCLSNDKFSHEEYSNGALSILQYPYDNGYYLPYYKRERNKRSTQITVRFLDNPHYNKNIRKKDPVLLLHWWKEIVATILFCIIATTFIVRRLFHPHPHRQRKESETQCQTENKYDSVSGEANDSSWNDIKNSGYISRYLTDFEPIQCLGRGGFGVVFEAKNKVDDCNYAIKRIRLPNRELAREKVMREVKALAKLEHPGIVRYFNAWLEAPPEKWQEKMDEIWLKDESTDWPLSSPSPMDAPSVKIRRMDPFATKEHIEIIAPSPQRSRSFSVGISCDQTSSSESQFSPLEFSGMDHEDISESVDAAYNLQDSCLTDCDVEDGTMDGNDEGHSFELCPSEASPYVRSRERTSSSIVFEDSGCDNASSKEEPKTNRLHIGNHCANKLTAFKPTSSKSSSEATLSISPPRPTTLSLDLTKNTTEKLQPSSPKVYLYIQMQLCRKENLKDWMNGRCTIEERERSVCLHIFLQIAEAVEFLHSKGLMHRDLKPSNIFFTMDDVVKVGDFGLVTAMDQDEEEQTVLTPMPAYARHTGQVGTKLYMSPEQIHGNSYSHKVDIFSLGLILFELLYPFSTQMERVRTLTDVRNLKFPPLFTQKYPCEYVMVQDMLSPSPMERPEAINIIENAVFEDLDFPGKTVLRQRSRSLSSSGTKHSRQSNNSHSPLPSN
m-calpain inh – calpain II (pig) inhibition; purified calpain II, fluorogenic peptide substrate, 30 min; inhibition, % at 16 µM; AID 1236; 220,000 compounds, 0.37% hits;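 active = inhibition above about 50%, limit read from the data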
BaF3 parental – counter-screen for JAK2V617F inhibitors: parental Ba/F3 viability inhibitors. CellTiter-Glo ATP luminescence. 220,000 compounds, 1.1% hits. inhibition, % at 5.6 µM;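 active = inhibition above a per-campaign cutoff, the mean inhibition of all tested compounds plus 3 SD, cut at about 27% in these data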;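 also: 0% = DMSO wells and 100% = JAK Inhibitor I control wells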
S1P4 ag – activates the human S1P4 receptor | O95977 | S1P4-expressing cell line, agonist reporter assay | activation, % at 4.98 µM | 220,000 compounds, 0.35% hits | AID 1509; in the data active = activation above about 11%;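 also: 0% = DMSO vehicle and 100% = reference agonist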
Ba/F3 V617F tox – lowers viability of Ba/F3 cells expressing EpoR and JAK2V617F; 220,000 compounds, 1.1% hits; AID 1446; inhibition, % at 5.6 µM; ATP luminescence;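 active = inhibition above the campaign mean plus 3 SD over all tested compounds, cut at about 24% in these data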;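 also: cytokine-independent growth of Ba/F3 cells driven by EpoR plus mutant JAK2; 0% = DMSO-treated cells and 100% = JAK inhibitor I control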
S1P4 antagonist – blocks the human S1P4 receptor; S1P4-expressing cells, antagonist mode, reporter read-out; O95977; inhibition, % at 4.98 µM; 220,000 compounds, 0.26% hits; in the data active = inhibition above about 29%;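 also: 0% = wells stimulated with agonist and 100% = vehicle wells without agonist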
zfTRPN1 agonist – agonists of zebrafish TRPN1 channel | activation, % at 3 µM | HEK293 zebrafish TRPN1-YFP, Fluo-8 calcium fluorescence; 100% = response to 87 µM carbachol | 220,000 compounds, 0.18% hits | AID 1424;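 active = activation above its plate's cutoff, the mean activation of test wells on that plate plus 3 SD, cut at about 19% in these data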;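 also: 0% = DMSO alone and 100% = 87 µM carbachol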
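Control set: carbachol 87 µM as high control, DMSO as low control; system: HEK293 stable line with zebrafish TRPN1-YFP; read-out: % activation versus carbachol response; detection: intracellular calcium fluorescence with Fluo-8; doses: single test compound dose, 3 µM nominal, 0.3% DMSO; schedule: dye 1 h 37 °C plus 30 min RT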
EP2 modulator – modulators of human EP2 prostaglandin E2 receptor. EP2-expressing cells, cAMP HTRF FRET, PGE2 co-stimulation. P43116. induction, % at 25 µM. 260,000 compounds, 0.83% hits. AID 940;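 active = compounds whose cAMP rise, as percent of the full-agonist control response, exceeds 60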;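 also: rat C6 glioma line stably carrying human EP2 under a CMV promoter; the protocol text gives 20 µM as final concentration; 100% = response of wells given 1 µM PGE2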
TRPML3 ag – agonists of human TRPML3 channel | HEK293 TRPML3-YFP, Fluo-8 calcium fluorescence; 100% = the carbachol control signal | activation, % at 3 µM | 220,000 compounds, 0.29% hits | AID 1448;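 active = activation above its plate's cutoff, the mean activation of the plate's test wells plus 3 SD, cut at about 12% in these data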;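 also: 0% = DMSO only wells and 100% = carbachol wells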
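Test system – HEK293 line with stable expression of human TRPML3-YFP channel · Control set – carbachol 87 µM final as high control (100%), DMSO as low control (0%) · Signal – Fluo-8 calcium dye fluorescence, ex 470-495, em 515-575 nm · Incubation – 1-h 37 °C dye load, 5-s basal, 120-s post-compound reads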
Numbers without * were called inactive; & = joins results of further samples.

SMILES | PERK inhibitor | m-calpain inh | BaF3 parental | S1P4 ag | Ba/F3 V617F tox | S1P4 antagonist | zfTRPN1 agonist | EP2 modulator | TRPML3 ag
Cc1cccc(C(=O)N2CCC(=O)N(C(COCc3cccc(Cl)c3)Cc3ccccc3)CC2)c1 (configuration not stated) | -0.3 | 2 | 4 | 1.5 | 1 | 15 | -0.7 | -14 | -0.4
O=C(Cc1c(C(=O)O)[nH]c2ccccc12)NC1CCCC1 | 0.3 | -17 | 2 | 0.3 | -2 | -20 | -0.1 | 20 | 0.4
CCOc1cccc(/C=N/NC(=O)c2cc(-c3cccn3C)n[nH]2)c1O | 0.6 | -88 | 2 | 1.0 | -2 | 4 | 0.7 | -1 | -0.2
Cc1ccc([C@@H]2C[C@H]3CN(Cc4cccc(Cl)c4)C(=O)[C@]34CCCN24)o1 | 0.1 | -49 | 2 | -1.2 | -4 | 0 | -2.0 | 24 | -0.4
N#Cc1c(-c2ccccc2)nc(SCC(=O)NC2CCCCC2)[nH]c1=O | 1.4 | -5 | 9 | -2.0 | 1 | -26 | 0.3 | 28 | 0.3
Cc1ccc(O)c(N=Cc2sc3ccccc3c2Cl)c1 | 1.0 | 18 | 3 | 1.5 | 1 | -21 | -0.5 | 14 | 0.8
COc1cccc(/C=N/NC(=S)Nc2cccnc2)c1 | 0.1 | 6 | 7 | 1.6 | 0 | -5 | -0.5 | -26 | 1.1
c1ccc2oc(-c3ccc(Nc4nc(N5CCCCC5)nc(N5CCOCC5)n4)cc3)nc2c1 | 0.9 | -97 | 0 | -0.2 | -4 | -17 | 1.7 | 32 | -0.5
Cc1ccc(NC(=O)Cn2c([N+](=O)[O-])cnc2C)cc1 | -0.1 | -10 | 6 | -0.5 | 0 | -28 | 1.9 | 7 | 0.7
C[N+]1(CN2C(=O)C3C4C=CC(C4)C3C2=O)CCCCC1 (configuration not stated) | 0.3 | -10 | 0 | -2.9 | -5 | 12 | 1.1 | -7 | 0.6
O=C(O)CSc1nnnn1C1CCCCC1 | 0.7 | 14 | 3 | 0.2 | 0 | -2 | 1.6 | 17 | 1.4
CSc1nc(-c2ccccc2)nn1S(=O)(=O)c1ccccc1 | 0.4 | -13 | 1 | -1.4 | 0 | -6 | 0.1 | 48 | 0.3
CCN(CC)CCN1C(=O)C(O)=C(C(=O)c2sc(C)nc2C)C1c1cccnc1 (configuration not stated) | 0.8 | 23 | 1 | 1.7 | -3 | -13 | 0.4 | 35 | 0.1
Cc1ccc(C[n+]2cccc(-c3ccccc3)c2)c(C)c1 | 1.2 | -9 | 69* | 0.8 | 77* | -9 | 1.0 | 31 | 1.0
COc1ccc(C[C@H]2CN3C(=NC[C@@H]3C(C)C)N2CCNC(=O)c2ccc(C)c(Br)c2)cc1 | 0.0 | 22 | 5 | -1.4 | 19 | 34* | -2.8 | -29 | -0.8
O=c1c2cnn(-c3ccccc3)c2ncn1CCc1ccccc1 | -0.3 | 19 | -1 | 0.8 | 4 | -2 | 0.9 | 4 | 0.1
CCN(CC)C(=O)CSc1nnc(-c2cc(OC)cc(OC)c2)o1 | -0.6 | 46 | 8 | 1.0 | -3 | -8 | 0.5 | 1 | 1.0
CC1(C)COC(c2cccn2Cc2ccc(F)cc2Cl)=N1 | 0.3 | -34 | 9 | -2.2 | 4 | -13 | 0.0 | 9 | 0.2
Cc1cccc(C)c1NC(=O)COC(=O)C1CC(=O)N(Cc2ccccc2)C1 (configuration not stated) | -0.2 | -15 | 5 | -0.5 | -1 | 0 | -0.5 | 15 | 0.8
COc1ccc(CCn2c(-c3ccc(OC)cc3)nc3c(c(=O)c4ccccc4n3C)c2=O)cc1 | 0.1 | -29 | -5 | -1.0 | 3 | -8 | 0.8 | 27 | 0.5
CCOC(=O)c1c(/N=C/c2ccc(O)cc2O)sc2c1CCC2 | -0.5 | -48 | 4 | 1.8 | 2 | -12 | 0.9 | 35 | 0.3
COc1cccc(C2C(C#N)=C(N)Oc3c2oc(CO)cc3=O)c1OC (configuration not stated) | 1.1 | 14 | 0 | -0.1 | -1 | 2 | 1.4 | -10 | 0.0
CN1CCN(c2nc3c(c(=O)[nH]c(=O)n3C)n2CCOc2ccccc2)CC1 | 0.1 | 12 | 4 | 0.2 | -3 | -24 | 0.9 | 28&-5 | 0.1
COc1cc(C(=O)NCc2ccc(-n3cccc3)cc2)cc(OC)c1OC | 0.4 | 9 | 6 | 0.4 | 2 | -5 | -0.9 | -102 | -0.7
CCC(C)(C)n1nnnc1C(c1cccs1)N1CCN(c2nc3ccccc3s2)CC1 (configuration not stated) | -0.5 | -37 | 1 | -0.8 | 0 | -1 | -1.6 | 2 | 0.5

Following part.
SMILES | PERK inhibitor | m-calpain inh | BaF3 parental | S1P4 ag | Ba/F3 V617F tox | S1P4 antagonist | zfTRPN1 agonist | EP2 modulator | TRPML3 ag
CN(C)CCNC(=O)c1c(O)c2c([nH]c1=O)CCCC2 | -0.7 | 11 | -1 | -0.5 | -2 | 4 | 1.4 | -9 | 0.5
CC1=C2C3OC(=O)C(C)[C@@H]3CC[C@](C)(O)C2C2C3C4C5(C12)[C@H]1OC(=O)[C@@H](C)C1CC[C@]4(C)O[C@]5(C)[C@@H]3O (some centres not stated) | 1.3 | -6 | 5 | -0.1 | 1 | -6 | -0.3 | 16 | 0.3
CN(C)S(=O)(=O)c1cc(NC(=O)CN2C(=O)NC3(CCCc4ccccc43)C2=O)ccc1Cl (configuration not stated) | -0.3 | 7 | 5 | 0.6 | 5 | -9 | -1.0 | -27 | 0.3
CCOc1ccccc1NC(=O)CCC(=O)Nc1ccc2nc(N3CCN(C)CC3)cc(C)c2c1 | -0.9 | -137 | 2 | -1.4 | -4 | -14 | 0.3 | -26 | 0.3
Cc1cc(C)cc(N(C(=O)c2snc(C(N)=O)c2N)C(C(=O)NCC2CCCO2)c2cccs2)c1 (configuration not stated) | -1.0 | -158 | 5 | 0.6 | 2 | -2 | -1.0 | 21 | 0.0
Nc1ccc(C(=O)N/N=C/c2ccccc2)cc1 | 1.1 | 0 | 3 | 0.9 | 2 | -8 | 0.9 | 0 | 0.1
COc1ccc(/C=C2\OC(=S)N(C)C2=O)cc1 | 0.7 | 20 | 4 | 1.0 | -2 | -10 | 0.9 | 1 | 1.3
c1ccc(CNCCC(Cc2ccccc2)c2ccco2)cc1 (configuration not stated) | -1.8 | 32 | 4 | 0.0 | 7 | -26 | -0.2 | -19 | 0.2
Cc1cc(NC(=O)CCC(=O)N(Cc2ccco2)C(C(=O)NC2CCCC2)c2ccccc2C)no1 (configuration not stated) | -0.8 | -8 | 4 | 1.1 | -4 | -6 | -0.9 | 28 | -1.2
Cn1c(=O)c(C(=O)NC2CCCCCCC2)c(O)c2ccccc21 | 0.1 | -6 | 6 | -1.5 | 1 | -6 | 2.0 | 36 | -0.2
Cn1cc([N+](=O)[O-])c(C(=O)Nc2cc(Oc3cccnc3)cc([N+](=O)[O-])c2)n1 | -0.4 | 59* | 51* | -5.3 | 66* | 31* | 1.3 | -41 | 0.8
CCn1c(SCC(=O)N(C)c2c(N)n(Cc3ccccc3)c(=O)[nH]c2=O)nc2ccccc21 | -0.8 | 13 | 3 | 0.9 | -1 | -4 | -1.2 | 27 | -0.2
CCS(=O)(=O)Nc1c(C)n(C)n(-c2ccccc2)c1=O | 0.0 | 7 | 7 | -1.8 | 3 | -11 | 0.4 | 2 | 0.8
Cc1ccccc1OCCC(=O)Nc1ccc(Cl)cc1F | 0.0 | 0 | 7 | 0.5 | -1 | 10 | -1.9 | 19 | -0.8
O=[N+]([O-])c1ccc(NC(=S)N2CCN(c3ccccc3)CC2)cc1 | 0.2 | 28 | 5 | 0.2 | 3 | -23 | 1.5 | -16 | 1.0
Cc1ccc(-c2csc3ncnc(NCCN4CCOCC4)c23)cc1 | -1.4 | -23 | 7 | -1.0 | 7 | -15 | -0.8 | 27 | -0.6
COC(=O)CSc1nnc(CNc2ccc(OC)cc2)n1C | -0.4 | -17 | 0 | 3.5 | 1 | -3 | -0.1 | 8 | 0.2
O=C(Nc1ccc(N2CCN(C(=O)c3ccco3)CC2)cc1)c1cccs1 | -2.0 | -33 | 4 | -4.3 | 4 | -14 | 1.0 | 11&-13 | -0.3
COc1ccccc1/C=C/C1=NC(=C\C=C/c2ccccc2)/C(=O)O1 | -0.1 | -46 | 12 | -2.0 | 5 | 9 | 1.1 | -1 | 0.3
COc1cccc(CNc2ncnc3cc(Cl)ccc23)c1 | -0.1 | 5 | 8 | 2.1 | -2 | 1 | 4.2 | -79 | 3.6
O=C(CSc1ncn[nH]1)Nc1ccc(S(=O)(=O)Nc2ncccn2)cc1 | 1.8 | -31 | 5 | 0.8 | 0 | -4 | 0.9 | 25 | 1.4
C#Cc1ccc([C@H]2C=C(C(=O)N3CCN(Cc4ccccc4)CC3)O[C@@H](OCc3ccc(CO)cc3)C2)cc1 | 1.1 | -51 | 1 | -0.2 | -3 | 4 | 0.1 | 12 | 0.8
CC1CCCN(c2nc3c(c(=O)n(C)c(=O)n3C)n2CCSc2nc3ccccc3o2)C1 (configuration not stated) | -0.7 | 24 | 2 | 2.0 | -1 | -9 | -0.4 | 39 | 0.2
CC(=O)Nc1ccc(OCC(O)CN2C(C)(C)CC(O)CC2(C)C)cc1 (configuration not stated) | 0.5 | 5 | 3 | -0.1 | 0 | -18 | 2.5 | -12 | 0.7
Nc1c(C(=O)c2ccccc2)oc2ccc(Br)cc12 | 0.6 | -31 | 7 | 2.8 | -3 | 5 | -0.4 | 16 | 0.8
CCOc1ccc(N2C(=O)CC(Sc3nc(-c4cccs4)cc(C(F)(F)F)c3C#N)C2=O)cc1 (configuration not stated) | 1.8 | -98 | 1 | -0.5 | -3 | 12 | 0.4 | 23 | 1.3
COc1cc(CN2C(=S)NC(C)(C)CC2(C)O)cc(OC)c1 (configuration not stated) | 0.8 | 4 | 5 | -0.2 | -1 | -7 | -2.0 | 19 | -0.4
O=C(O)COc1ccccc1/C=N/NC(=O)c1cc(-c2ccc(F)cc2)nc2ccccc12 | 0.4 | -5 | 0 | -0.7 | -2 | -17 | -0.6 | -18 | 0.4
Cc1ccc(C)c(N2CCN(C(c3ccncc3)c3nnnn3Cc3ccccc3)CC2)c1 (configuration not stated) | -1.1 | 7 | 4 | 0.3 | 3 | -1 | -0.7 | 6 | -0.1
CCOc1ccc(CCN2CN(CC)CNC2=S)cc1OCC | 1.6 | -30 | 3 | 2.1 | -1 | -24 | 1.3 | 8 | 0.4

Part of the list above in order of length of the SMILES, highest first:
SMILES | PERK inhibitor | m-calpain inh | BaF3 parental | S1P4 ag | Ba/F3 V617F tox | S1P4 antagonist | zfTRPN1 agonist | EP2 modulator | TRPML3 ag
Cc1cc(NC(=O)CCC(=O)N(Cc2ccco2)C(C(=O)NC2CCCC2)c2ccccc2C)no1 (configuration not stated) | -0.8 | -8 | 4 | 1.1 | -4 | -6 | -0.9 | 28 | -1.2
Cc1ccc(C)c(N2CCN(C(c3ccncc3)c3nnnn3Cc3ccccc3)CC2)c1 (configuration not stated) | -1.1 | 7 | 4 | 0.3 | 3 | -1 | -0.7 | 6 | -0.1
COc1cc(CN2C(=S)NC(C)(C)CC2(C)O)cc(OC)c1 (configuration not stated) | 0.8 | 4 | 5 | -0.2 | -1 | -7 | -2.0 | 19 | -0.4
CCOc1ccc(CCN2CN(CC)CNC2=S)cc1OCC | 1.6 | -30 | 3 | 2.1 | -1 | -24 | 1.3 | 8 | 0.4

Bioassay records as filed in PubChem BioAssay.
